N370S GC: N370S glucocerebrosidase modulation, Gaucher chaperone candidate; 330,000 tested, 0.092% active; N370S GC spleen homogenate, 4MU-glucoside fluorescence; P04062; AID 2101; Potency, µM (titrated, usually from 59.4 µM), inactives show at the highest dose activity change, negative = inhibition, usual class: inhibitors;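 note: 0% = full enzyme activity and -100% = no enzyme basal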
FEN1 inh: blocks human flap endonuclease 1; Potency, µM (top dose mostly 114 µM), for inactives: at the top dose activity change, negative = inhibition, actives largely listed as inhibitors; P39748; 390,000 tested, 0.35% active; Recombinant FEN1 flap cleavage, fluorescence, 15 min; note: nearly all actives have a fitted effect of over 65% in size
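Potency values derive from four-parameter Hill fits of normalized qHTS data. The reaction used 10 nM FEN1 preincubated 15 min at room temperature with compound, then 50 nM DNA substrate, read at 0 and 15 min.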
GCN5L2 inh: inhibitors of human GCN5L2 histone acetyltransferase | Potency, µM (highest dose often 58.9 µM), inactives show at the top dose activity change, negative = inhibition, usual class: inhibitors | GCN5L2 HAT assay, ThioGlo1 CoA-SH fluorescence | 390,000 tested, 0.21% active | Q92830
Target sequence (Q92830 whole entry, looked up): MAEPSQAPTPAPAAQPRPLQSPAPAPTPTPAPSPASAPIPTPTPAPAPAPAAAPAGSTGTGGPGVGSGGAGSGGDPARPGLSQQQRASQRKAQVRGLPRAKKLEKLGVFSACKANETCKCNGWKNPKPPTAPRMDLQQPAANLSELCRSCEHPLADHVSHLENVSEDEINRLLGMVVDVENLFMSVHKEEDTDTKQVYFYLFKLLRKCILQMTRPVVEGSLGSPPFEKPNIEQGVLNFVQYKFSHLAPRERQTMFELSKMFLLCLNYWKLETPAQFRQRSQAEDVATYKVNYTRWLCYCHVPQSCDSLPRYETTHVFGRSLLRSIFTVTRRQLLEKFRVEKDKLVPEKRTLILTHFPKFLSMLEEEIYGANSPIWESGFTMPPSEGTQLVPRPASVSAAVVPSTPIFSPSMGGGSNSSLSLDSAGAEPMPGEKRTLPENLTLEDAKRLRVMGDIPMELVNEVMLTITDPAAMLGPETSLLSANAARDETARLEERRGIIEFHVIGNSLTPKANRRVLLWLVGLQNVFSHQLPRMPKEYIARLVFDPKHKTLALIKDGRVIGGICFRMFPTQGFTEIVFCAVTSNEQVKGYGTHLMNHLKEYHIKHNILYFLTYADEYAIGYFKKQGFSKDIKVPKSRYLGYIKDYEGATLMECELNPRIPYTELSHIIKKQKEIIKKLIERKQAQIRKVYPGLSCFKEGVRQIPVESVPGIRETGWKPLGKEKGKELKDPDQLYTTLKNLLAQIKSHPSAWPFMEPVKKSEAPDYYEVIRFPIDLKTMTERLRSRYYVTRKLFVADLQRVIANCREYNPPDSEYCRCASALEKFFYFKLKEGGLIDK
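Preincubate 20nM GCN5L2 with compound 15 min, RT → add 50uM ThioGlo1 + 75uM H3(1-25) + 70uM acetyl-CoA → read fluorescence 0 and 20 min. Primary qHTS; fluorescent artifacts likely.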
Active calls of the source: *; ? = inconclusive; . = not tested or not shown; & = joins results of further samples. Calls come from the whole dose curve; as a rule, active = well fitted curve in the direction sought with a large enough effect; inconclusive = small, poorly fitted or top-dose-only effect, or another doubt; inactive = no such curve, though single readings can be large; an effect the other way counts as inactive or inconclusive. Unless noted, % is set by controls: 0 for no effect and ±100 for the full control effect; potency is the fitted concentration of half-maximal effect.

1. O=C(c1ccco1)N1CCN(c2cc(C(F)(F)F)nc3ncnn23)CC1
2. CCCc1nnc(NC(=O)CCCC(=O)O)s1
3. O=C(O)C(O)Cc1c[nH]c2ccccc12 (stereo not drawn)
4. CCN(CC)c1ccc(C(=O)OCC(=O)NCC2CCCO2)cc1 (stereo not drawn)
5. CC1(C)Cc2[nH]c3ccccc3c2C(C)(C)N1
6. COc1ccccc1CNC(=O)CCNC(=O)C1CCN(S(=O)(=O)c2ccccc2)CC1

assay / entry,1,2,3,4,5,6
N370S GC,-8.4%,4.2%,13.9%,19.5%,0.6%,2.8%
FEN1 inh,1.5%,2.1%,-9.6%,6.8%,-5.8%,6.4%
GCN5L2 inh,0.4%,-1.8%,-2.0%,-4.8%,0.7%,-2.1%

7. CC1C[N+](=C2C=C(N3CCOCC3)CC(C)(C)C2)CC(C)O1 (stereo not drawn)
8. O=C(/C=C/c1ccc(OCc2ccccc2)cc1)c1cccs1
9. COc1cccc(NC(=O)CN(C)C(=O)c2ccc(-n3cncn3)c([N+](=O)[O-])c2)c1
10. Cc1nc(NC(=O)c2ccncc2)sc1C(=O)N(C)C
11. CS(=O)(=O)N1CCN(c2ccccc2NC(=O)c2ccc3ccccc3c2)CC1
12. O=C(NCc1ccccn1)C1CCN(Cc2cnn(-c3ccccc3)c2-n2cccc2)CC1

assay / entry,7,8,9,10,11,12
N370S GC,15.1%,-1.5%,.,1.5%,-1.0%,8.3%
FEN1 inh,-4.3%,.,-9.0%,12.6%,8.5%,14.0%
GCN5L2 inh,-2.2%,-23.7%,-3.3%,-11.1%,-0.9%,-17.5%

13. CC1CCc2c(sc(NC(=O)CN3CCN(C(=O)c4ccco4)CC3)c2C#N)C1 (stereo not drawn)
14. Cc1ccc(C)c(S(=O)(=O)NC(C)C(=O)Nc2ccc(-c3nc4ccccc4s3)cc2)c1 (stereo not drawn)
15. Cc1ccc(-c2c3c(=O)n(C)c(=O)n(C)c3cn2Cc2ccccn2)cc1
16. CCOc1nc(NCCc2ccc(OC)c(OC)c2)nc(N2CCN(c3ccc(OC)cc3)CC2)n1
17. COCCCNC1CS(=O)(=O)CC1O (stereo not drawn)
18. C=CCNC(=O)c1cc(-c2ccccc2O)on1

assay / entry,13,14,15,16,17,18
N370S GC,10.5%,-1.3%,1.1%,-19.4%,-3.8%,5.0%
FEN1 inh,11.6%,6.4%,-9.3%,4.2%,-8.0%,13.7%
GCN5L2 inh,-1.6%,-3.0%,-8.4%,-6.4%,-6.5%,-1.4%

19. Cc1cccc(N(CC(N)=O)S(C)(=O)=O)c1C
20. CC(=O)C(Cc1ccccc1)(Cc1ccccc1)C(C)=O
21. c1cc(CNc2ccc3c(c2)OCCO3)ccn1
22. CN(C)/C=N/NC(=O)c1ccccc1Cl
23. COc1ccc(NC(=O)c2ccc(S(=O)(=O)C(F)F)cc2)c(OC)c1
24. Cc1ccc(NC(=O)Nc2cccnc2)cc1Cl

assay / entry,19,20,21,22,23,24
N370S GC,-1.2%,-0.9%,-2.3%,0.9%,3.9%,?
FEN1 inh,-0.6%,-4.4%,-1.5%,-18.3%,-14.3%,-17.4%
GCN5L2 inh,1.9%,-11.8%,3.4%,-0.9%,-1.8%,-20.4%

25. CCc1ccccc1NC(=O)c1cc(S(=O)(=O)N2CCCC2)cn1C
26. CCN(c1ccccc1)S(=O)(=O)c1ccc(NC(=S)NC(=O)c2cccs2)cc1
27. O=C(Nc1ccc(Cl)cc1F)c1ccc(-n2cncn2)cc1
28. O=C(Oc1ccc(C(=S)N2CCOCC2)cc1)c1ccccc1F
29. CCOC(=O)c1ccc(Nc2c(OCC)c(=O)c2=O)cc1
30. Cc1ccc(-c2nn3c(C)nnc3s2)cc1NC(=O)c1ccco1

assay / entry,25,26,27,28,29,30
N370S GC,.,11.5%,.,0.6%,-1.6%,0.0%
FEN1 inh,23.4%,0.1%,-1.7%,-2.0%,0.3%,-1.2%
GCN5L2 inh,-10.7%,23.8%,0.5%,-23.1%,-0.3%,-4.8%

31. Cc1ccc(S(=O)(=O)NC2CCCCCC2)cc1
32. Cc1ccc(C2OC(=O)C=C2c2ccccc2)cc1 (stereo not drawn)
33. Cc1ccc(-n2c(Cc3ccccc3)n[nH]c2=S)cc1
34. Cc1cc(C)c(NC(=O)c2c[nH]c(=S)n2-c2ccc(F)cc2)c(C)c1
35. CCn1cc(C(=O)N2CCN(c3ccccc3F)CC2)c(=O)c2ccc(C)nc21
36. CCc1n[nH]c(=O)n1Cn1c(CC)n[nH]c1=O

assay / entry,31,32,33,34,35,36
N370S GC,.,-7.2%,2.6%,-0.1%,-1.1%,-9.2%
FEN1 inh,2.3%,11.5%,-15.1%,-6.3%,0.7%,2.5%
GCN5L2 inh,-4.5%,-4.5%,-7.5%,-7.4%,-5.5%,-11.2%

37. Nc1cccc2c1C(=O)N(C(=O)c1ccc(S(=O)(=O)N3CCCCCC3)cc1)C2=O
38. CC(C)(C)N=C1NN=C(c2cc3ccccc3o2)CS1
39. Cc1ccc(NC(=S)NC(=O)C2CCCC2)cc1C
40. COc1ccc(CNS(=O)(=O)c2ccc(-n3cnnn3)c(C)c2)cc1
41. CSc1ccc(/C=C/C(=O)OCC(=O)N2CCCCCC2)cc1
42. C=CCOn1c(=O)c(-c2ccccc2)[n+]([O-])c2ccccc21

assay / entry,37,38,39,40,41,42
N370S GC,4.3%,1.0%,5.5%,-5.7%,.,3.3%
FEN1 inh,0.0%,3.6%,-23.5%,3.7%,3.5%,10.1%
GCN5L2 inh,-0.4%,-11.1%,-11.4%,-3.1%,-11.1%,-8.0%

43. Cc1ccc(NC(=O)C2CCN(C(=O)c3ccccc3C)CC2)cc1
44. O=C(NC1C(=O)NNC1c1ccccc1)c1ccc(F)cc1 (stereo not drawn)
45. CCN(c1ncnc2c1c(-c1ccccc1)cn2-c1ccccc1)C1CCCCC1
46. CCOC(=O)c1c(C)[nH]c(C(=O)COC(=O)C2=NNC(=O)CC2)c1C
47. CCOc1ccc(C(Nc2ccc(C)cc2)P2(=O)OCCCO2)cc1 (stereo not drawn)
48. O=C(N1CCCC1)C(F)(F)Oc1ccc(F)cc1

assay / entry,43,44,45,46,47,48
N370S GC,-4.1%,-4.2%,.,5.3%,-3.0%,2.1%
FEN1 inh,-2.0%,-15.3%,3.1%,16.5%,10.2%,-5.8%
GCN5L2 inh,-9.0%,0.7%,4.0%,-0.7%,-6.6%,0.6%

49. O=C(Nc1cccc(S(=O)(=O)c2cccc(NC(=O)C3CC3)c2)c1)C1CC1
50. Cc1ccc(-n2c(=O)cc(N3CCN(Cc4ccccc4)CC3)[nH]c2=O)cc1
51. COc1ccc(-c2ccc(NS(=O)(=O)c3cccc(C)c3)cc2)nn1
52. COc1ccc2c(c1OC)c(=O)n1c3ccc(OC(C)C(=O)NCCCN4CCOCC4)cc3c3ccnc2c31 (stereo not drawn)
53. Cc1oc2c(O)c(O)ccc2c(=O)c1-c1ccccc1
54. Cc1ccc(OCC(=O)NNC(=S)NC(=O)c2ccc(Br)o2)c(C)c1

assay / entry,49,50,51,52,53,54
N370S GC,3.8%,-8.3%,.,?,-12.1%,1.6%
FEN1 inh,-2.3%,-4.5%,14.6%,13.6%,-4.0%,21.3%
GCN5L2 inh,-6.5%,-3.4%,-4.6%,13.0%,-7.7%,-5.3%

55. COc1nc(OCC#N)nc(N2CCCCC2)n1
56. CCCCN(C)CCNC(=O)CN1C(=O)CSc2ccc(S(=O)(=O)N3CCCC3)cc21
57. CC(C)c1ccc(NC(=S)N2CCN(S(=O)(=O)c3ccccc3)CC2)cc1
58. S=C1NC2=C(CCC/C2=C\c2ccccc2)C(c2ccccc2)N1 (stereo not drawn)
59. O=C(NNc1nc(=O)c2cccnc2s1)c1ccccc1O
60. CCCc1cc2c(=O)c(-c3nc4ccccc4s3)c(COCC(=O)O)oc2cc1O

assay / entry,55,56,57,58,59,60
N370S GC,-3.2%,-14.8%,-6.4%,-5.7%,-2.2%,-1.2%
FEN1 inh,-8.0%,0.0%,12.0%,7.1%,2.3%,-4.4%
GCN5L2 inh,-4.2%,-2.6%,-12.5%,1.1%,-2.7%,-17.6%

11 successive records already listed, for reference:
50. Cc1ccc(-n2c(=O)cc(N3CCN(Cc4ccccc4)CC3)[nH]c2=O)cc1
51. COc1ccc(-c2ccc(NS(=O)(=O)c3cccc(C)c3)cc2)nn1
52. COc1ccc2c(c1OC)c(=O)n1c3ccc(OC(C)C(=O)NCCCN4CCOCC4)cc3c3ccnc2c31 (stereo not drawn)
53. Cc1oc2c(O)c(O)ccc2c(=O)c1-c1ccccc1
54. Cc1ccc(OCC(=O)NNC(=S)NC(=O)c2ccc(Br)o2)c(C)c1
55. COc1nc(OCC#N)nc(N2CCCCC2)n1
56. CCCCN(C)CCNC(=O)CN1C(=O)CSc2ccc(S(=O)(=O)N3CCCC3)cc21
57. CC(C)c1ccc(NC(=S)N2CCN(S(=O)(=O)c3ccccc3)CC2)cc1

assay / entry,50,51,52,53,54,55,56,57
N370S GC,-8.3%,.,?,-12.1%,1.6%,-3.2%,-14.8%,-6.4%
FEN1 inh,-4.5%,14.6%,13.6%,-4.0%,21.3%,-8.0%,0.0%,12.0%
GCN5L2 inh,-3.4%,-4.6%,13.0%,-7.7%,-5.3%,-4.2%,-2.6%,-12.5%

58. S=C1NC2=C(CCC/C2=C\c2ccccc2)C(c2ccccc2)N1 (stereo not drawn)
59. O=C(NNc1nc(=O)c2cccnc2s1)c1ccccc1O
60. CCCc1cc2c(=O)c(-c3nc4ccccc4s3)c(COCC(=O)O)oc2cc1O

assay / entry,58,59,60
N370S GC,-5.7%,-2.2%,-1.2%
FEN1 inh,7.1%,2.3%,-4.4%
GCN5L2 inh,1.1%,-2.7%,-17.6%

The list continues:
61. CN(C)Cc1ccccc1Sc1ccc(O)cc1O
62. Cc1nnc(SCC(=O)Nc2sc3c(c2C#N)CCCC3)[nH]c1=O
63. CCOC(=O)c1cnc2c(OC)cccc2c1Oc1ccccc1
64. O=C(NCc1ccccc1)c1ccc(Br)cc1Br
65. CC1=CC(C)(C)N2C(=O)C3(SCC(=O)N3c3ccc(F)cc3)c3cc(C)cc1c32 (stereo not drawn)
66. CN(CC(=O)Nc1ccccc1F)S(=O)(=O)c1ccc2c(c1)n(C)c(=O)c(=O)n2C

assay / entry,61,62,63,64,65,66
N370S GC,-0.1%,4.2%,3.0%,7.1%,-17.7%,-2.9%
FEN1 inh,2.0%,-1.4%,-10.6%,-10.9%,-9.9%,-4.8%
GCN5L2 inh,2.8%,-3.6%,35.1%,-3.7%,-3.7%,-3.1%

67. Cc1ccc(/C=C/C(=O)Nc2cc(S(=O)(=O)N3CCCCCC3)ccc2OCC(F)(F)F)o1
68. Clc1ccc(Cn2cc(/C=N/n3cnnc3)c3ccccc32)cc1
69. CC(NC(=S)Nc1ccc(OC(F)F)cc1)c1ccc(F)cc1 (stereo not drawn)
70. COc1ccc(C(=O)COC(=O)C(O)c2ccccc2)c(OC)c1 (stereo not drawn)
71. COc1cc(C2CC(=O)Oc3c(C(CCN4CCN(c5ccccc5)CC4)c4ccc(N(C)C)cc4)c(OC)cc(OC)c32)cc(OC)c1OC (stereo not drawn)
72. Cc1cc(=O)n(CC(C)O)c(O)c1C#N (stereo not drawn)

assay / entry,67,68,69,70,71,72
N370S GC,-5.1%,-6.0%,-2.8%,.,0.4%&-15.8%,5.6%
FEN1 inh,-10.6%,-3.7%,12.7%,-5.8%,-16.5%&-15.0%,1.2%
GCN5L2 inh,-11.6%,-1.3%,-6.7%,-6.4%,1.8%,-20.8%

73. COC(=O)c1c(NC(=O)COc2ccccc2Cl)sc2c1CCC(C(C)(C)C)C2 (stereo not drawn)
74. CC(=O)N1CCc2cc(N=NC3=C(O)CCCC3=O)ccc21
75. COc1cc(NC(=O)Cn2ncc3c(=O)oc4ccccc4c32)cc(OC)c1OC
76. O=C(COC(=O)c1ccc(Cl)nc1)c1ccc2c(c1)OCCO2
77. Cn1c(CSc2ncccn2)nnc1SCC(=O)N1CCCCCC1
78. COc1ccc(CN(C)S(=O)(=O)c2nnc(NC(=O)c3cccc(F)c3)s2)cc1
79. CCOC(=O)/C(C#N)=C/c1c(Oc2cccc(C)c2)nc2c(C)cccn2c1=O
80. CCOc1ccc(NC(=O)Cn2c(=O)n(CCCC(=O)NCc3ccc4c(c3)OCO4)c(=O)c3ccccc32)cc1

assay / entry,73,74,75,76,77,78,79,80
N370S GC,.,-8.5%,.,4.4%,0.2%,-19.9%,-1.9%,.
FEN1 inh,-3.2%,11.8%,-13.3%,-0.5%,16.7%,-6.2%,5.9%,-10.6%
GCN5L2 inh,-6.1%,-8.8%,-7.4%,-8.1%,-16.8%,-2.6%,-3.5%,-5.2%

Screening results (PubChem)

Only part of the results is shown. The share of hits here may be higher or lower than overall.
